SV40 large T antigen: TAg ATPase/helicase activity blockers – biochemical (AID 1903) | inhibition, % at 20 µM, or IC50 in µM where a hit was titrated | 310,000 tested, 0.39% active | SV40 large T antigen ATPase/helicase inhibition assay; higher % means a stronger effect; in the data active means a potency from the dose series; inconclusive means inhibition mostly from about 32% at the one dose, without a potency; inactive means the rest, 99 in 100 with inhibition below about 32%; further: strong numbers were not always called active
RSV CPE inhibition: RSV antiviral activity via CPE protection, HEp-2 cells, primary 10 µM value included (AID 2391). HEp-2 cells, RSV-induced CPE inhibition; higher % means a stronger effect. CPE inhibition, % at 10 µM, or IC50 in µM where a hit was titrated. 310,000 tested, 0.13% active; in the data active means a potency from the dose series; inconclusive means CPE inhibition mostly from about 23% at the one dose, without a potency; inactive means the rest, 99 in 100 with CPE inhibition below about 21%; further: strong numbers were not always called active
PMI inhibitors: MPI enzyme activity inhibition – biochemical, fluorescence intensity, coupled assay, primary screen (AID 1209). purified PMI enzyme, coupled fluorescence intensity; higher % means a stronger effect. one-dose inhibition, % at 20 µM; IC50 in µM for titrated hits. 190,000 tested, 0.42% active;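 further: plate controls were DMSO vehicle for no effect and wells lacking substrate for full effect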
PhoP inhibition: inhibitors of PhoP regulon expression, primary screen, Salmonella Typhimurium, GFP reporter (AID 1863); S. Typhimurium PhoP-regulated promoter GFP reporter, 4 h; higher % means a stronger effect; one-dose inhibition, % at 50 µM; IC50 in µM for titrated hits; 300,000 tested, 0.16% active;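 active means inhibition over 29.93%, a cutoff 3 SD above the screen mean, later confirmed by dose response; inconclusive means inhibition over 29.93% but no dose response follow-up; inactive means inhibition at most 29.93% or unconfirmed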;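 further: 0% = low Mg2+ inducing control and 100% = high Mg2+ repressing control; strong numbers were not always called active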
CSM14.1 death rescue: protection against thapsigargin-triggered cell killing – 384-well, CSM14.1, ATP luminescence, primary screen (AID 1222). one-dose cellular ATP content (survival), % at 20 µM; EC50 in µM for titrated hits. CSM14.1 thapsigargin-induced death rescue, ATP luminescence; higher % means a stronger effect. 190,000 tested, under 10 active;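 active means EC50 below 50 µM in the dose-response confirmation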;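 further: death triggered by thapsigargin at about 15 µM added after 2 h compound pretreatment; cell ATP read after overnight thapsigargin exposure of roughly 18 to 22 hours; normalized against plate controls of thapsigargin alone and 5% DMSO vehicle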
TNAP activation fold: human TNAP enzyme activators, primary screen, biochemical, luminescent, no phosphate acceptor, uHTS (AID 1001); purified TNAP, luminescent activation assay, no phosphate acceptor; higher activation fold means a stronger effect; activation fold at 20 µM; hits with a dose series show EC50 in µM; 200,000 tested, 0.03% active; in the data active means activation fold from about 3, or a potency from the dose series; inactive means the rest, 99 in 100 with activation fold below about 1.6; further: many of its hits are not listed in these tables
West Nile antiviral: inhibition of WNV-induced cytopathic effect – cell-based, CPE readout (AID 1621) | West Nile virus-infected cells, CPE inhibition; higher % means a stronger effect | one-dose CPE inhibition, % at 10 µM; IC50 in µM for titrated hits | 290,000 tested, 0.02% active; in the data active means a potency from the dose series; inconclusive means CPE inhibition mostly from about 3.7% at the one dose, without a potency; inactive means the rest, 99 in 100 with CPE inhibition below about 2.2%; further: strong numbers were not always called active
Ins promoter up: MIN6 insulin promoter up-regulation; 190,000 tested, 0.3% active; z-score at 5 µM; AID 1625; MIN6 insulin promoter-GFP reporter, high-content imaging; stronger effect = higher value;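 active means z-score above 3 at 5 µM with at least 500 cells counted in the well; inconclusive means wells under 500 cells, flagged as cytotoxic or low count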
PMI inhibition: human PMI inhibitors, high substrate, primary screen, biochemical, fluorescence intensity, high mannose 6-phosphate (AID 1220) | recombinant PMI enzyme, coupled fluorescence intensity; higher % means a stronger effect | inhibition, % at 20 µM, or IC50 in µM where a hit was titrated | 190,000 tested, 0.66% active
Ins promoter up cell count: further read-out of Ins promoter up, marked with its call; cell count; measured here: cytotoxicity, nuclei count;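 total cells summed across four imaged fields per well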
Numbers without * were called inactive; i = inactive; ? = inconclusive; . = not tested or not shown. Unless noted, no stated cut-off is given here; in the data, active means inhibition above about 50%; inactive means the rest.

SMILES | SV40 large T antigen | RSV CPE inhibition | PMI inhibitors | PhoP inhibition | CSM14.1 death rescue | TNAP activation fold | West Nile antiviral | Ins promoter up | Ins promoter up cell count | PMI inhibition
CC(C)CCNC(=O)CN(Cc1ccccc1)C(=O)CCC(=O)Nc1nccs1 | 5% | 1.2% | . | -7% | . | . | -1.0% | . | . | .
O=C(Nc1ccccc1)Nc1scc2c1c(=O)oc1ccccc12 | 15% | 0.6% | . | -4% | . | . | 0.2% | -0.02 | 1199 | .
CCOC(=O)Cn1cc(C#N)c2cccc(CC)c21 | -2% | 1.2% | 8% | 8% | -0.5% | 1.1 | -0.6% | -0.34 | 1400 | 2%
CC(O)CN1C(=O)C(CC(=O)Nc2ccc(Cl)cc2)SC1=Nc1ccccc1 (stereo not given) | 4% | ? | 9% | 4% | -2.6% | 1.1 | -0.3% | -0.69 | 823 | 4%
CSCCc1nc(SCC(=O)Nc2nnc(C)s2)[nH]c1C | 26% | 0.7% | 7% | 3% | -0.1% | 1.1 | 0.8% | -0.11 | 1959 | 6%
Cc1ccc(C(=O)/C=C/Nc2ccc(S(=O)(=O)Nc3onc(C)c3C)cc2)cc1 | 5% | 2.1% | -19% | -5% | -3.1% | 1.1 | 1.4% | 0.35 | 1243 | -15%
O=C(N1CCOCC1)N1CCN(c2ccccc2F)CC1 | 15% | 0.0% | -9% | 8% | -0.5% | 0.9 | 0.3% | 0.7 | 967 | -14%
Cc1cc(NC(=O)CCC(=O)N(CC(=O)NC2CCCC2)c2ccc(Cl)cc2)no1 | -4% | 0.6% | . | 5% | . | . | -1.2% | . | . | .
CCC1(C)Cc2ccccc2C(Nc2c(C)n(C)n(-c3ccccc3)c2=O)=N1 (stereo not given) | 16% | 0.2% | -4% | -6% | -1.4% | 1.2 | 0.4% | -0.21 | 939 | -7%
O=C1OC(c2cccs2)=N/C1=C/c1ccc(-c2cccc(C(=O)O)c2)o1 | 20% | . | -10% | -7% | -1.2% | 0.8 | 0.2% | 0.65 | 1200 | 0%
O=C(NCCCN1CCCC1)c1ccc(CS(=O)(=O)c2ccc(Br)cc2)o1 | -8% | -0.6% | 2% | 9% | -0.5% | 1.1 | . | 0.01 | 919 | 6%
O=C(Nc1ccc(S(=O)(=O)N2CCN(Cc3ccccc3)CC2)cc1)c1cnccn1 | 8% | 4.8% | -4% | -6% | 0.7% | 1.1 | -1.1% | . | . | -2%
O=c1c2cc([N+](=O)[O-])ccc2nc2n1CCCC2 | 4% | 0.6% | . | 1% | . | . | -1.0% | . | . | .
CS(=O)(=O)c1ccc(Cl)c(S(=O)(=O)NCc2ccccc2)c1 | 1% | 0.4% | 2% | 0% | 5.5% | 1 | 1.4% | -0.97 | 1061 | -2%
CN(CC(=O)Nc1ccccc1Cl)C(=O)COC(=O)Cc1c(F)cccc1Cl | -1% | 1.2% | . | -5% | . | . | -0.5% | . | . | .
CCn1nc(NC(=O)c2ccco2)c2cc3ccccc3nc21 | 22% | 3.1% | -9% | 7% | 0.4% | 1.1 | 1.2% | -0.61 | 1145 | 1%
O=C(NC1=NCCS1)c1cccc(OC(F)F)c1 | 4% | 3.3% | -3% | -6% | -1.9% | 1 | 0.6% | -0.7 | 1485 | 5%
CC(C)N(Cc1ccccc1)C(=O)CSc1nccn1C | 0% | 0.1% | -10% | 4% | 0.3% | 1.2 | 0.6% | -0.98 | 1178 | -6%
CC(C)(C)NC(=O)CCn1nc(-c2ccc(Cl)cc2)c2ccccc2c1=O | 4% | 1.9% | . | 5% | . | . | -1.4% | . | . | .
COc1ccccc1C(=O)Nc1ccc(CN2CCCCC2)cc1 | 1% | 0.4% | -7% | 7% | -0.6% | 0.9 | -0.2% | -0.68 | 1544 | -5%
CC(=O)c1cccc(Nc2nc(=O)c3cccnc3s2)c1 | -4% | -1.1% | 6% | -10% | 0.9% | 1.1 | -0.8% | 0.12 | 1065 | 4%
Cc1cccc(NC(=O)c2oc(=O)c3ccccc3c2-c2ccccc2)c1C | -12% | 6.4% | 4% | 15% | -5.7% | 1.1 | -1.3% | 0.8 | 1067 | 9%
CCCCC(c1nnnn1C(C)C)N1CCN(C(=O)c2ccco2)CC1 (stereo not given) | -4% | 0.3% | . | 6% | . | . | -0.6% | . | . | .
COc1ccccc1N1CCN(Cc2cc(=O)c(OCC(=O)NC(C)C)co2)CC1 | 12% | 0.9% | . | -2% | . | . | 0.0% | . | . | .
Nc1nonc1-n1nnc(C(=O)N/N=C/c2cccs2)c1CSc1ccccc1 | 6% | 0.2% | . | 2% | . | . | 0.8% | . | . | .

Entries of single compounds, looked up by structure:
`CS(=O)(=O)c1ccc(Cl)c(S(=O)(=O)NCc2ccccc2)c1` reads SV40 large T antigen = 1%; RSV CPE inhibition = 0.4%; PMI inhibitors = 2%; PhoP inhibition = 0%; CSM14.1 death rescue = 5.5%; TNAP activation fold = 1; West Nile antiviral = 1.4%; Ins promoter up = -0.97; Ins promoter up cell count = 1061; PMI inhibition = -2%
`CCCCC(c1nnnn1C(C)C)N1CCN(C(=O)c2ccco2)CC1` (stereo not given) reads SV40 large T antigen = -4%; RSV CPE inhibition = 0.3%; PMI inhibitors = .; PhoP inhibition = 6%; CSM14.1 death rescue = .; TNAP activation fold = .; West Nile antiviral = -0.6%; Ins promoter up = .; Ins promoter up cell count = .; PMI inhibition = .
`Cc1cc(NC(=O)CCC(=O)N(CC(=O)NC2CCCC2)c2ccc(Cl)cc2)no1` reads SV40 large T antigen = -4%; RSV CPE inhibition = 0.6%; PMI inhibitors = .; PhoP inhibition = 5%; CSM14.1 death rescue = .; TNAP activation fold = .; West Nile antiviral = -1.2%; Ins promoter up = .; Ins promoter up cell count = .; PMI inhibition = .

The listing continues.
SMILES | SV40 large T antigen | RSV CPE inhibition | PMI inhibitors | PhoP inhibition | CSM14.1 death rescue | TNAP activation fold | West Nile antiviral | Ins promoter up | Ins promoter up cell count | PMI inhibition
C/C(=C\C(=O)OCCCCCCCCC(=O)O)C[C@@H]1OC[C@H](C[C@@H]2O[C@H]2[C@@H](C)[C@H](C)O)[C@@H](O)[C@H]1O | 11% | 3.9% | . | 10µM* | . | . | -0.1% | . | . | .
O=C(c1nc2nc(-c3ccccc3)cc(C(F)(F)F)n2n1)N1CCOCC1 | 2% | 0.2% | 10% | -2% | -1.5% | 1.1 | -0.4% | 0.38 | 1797 | 9%
COc1cccc(NC(=O)Nc2nnc(-c3ccccc3SCc3ccccc3)s2)c1 | 4% | 1.8% | -4% | -15% | -3.5% | 1.1 | 1.5% | -0.89 | 834 | -1%
COc1ccc(NC(=O)Cn2c(=O)c(C)nc3ccccc32)cc1Cl | 4% | 5.5% | . | -2% | . | . | -0.8% | 0.34 | 1382 | .
Cc1ccc2c(c1)C(=O)C(=O)N2CCCOc1ccccc1 | 22% | -0.8% | . | -1% | -2.2% | 1 | -0.4% | . | . | .
CCSc1nnc(NC(=O)C2CCN(S(=O)(=O)c3cc(C(F)(F)F)ccc3Cl)CC2)s1 | 6% | 0.5% | 11% | 2% | -4.2% | 1.2 | -0.6% | . | . | 0%
Cc1ccc(/C=C/C(=O)NCc2cccs2)cc1 | 4% | 1.0% | -4% | 15% | -9.5% | 1 | -0.5% | 0.55 | 1287 | -6%
CN(C[C@H](Cc1ccccc1)N(CCN(CCc1ccccc1)N=O)N=O)N=O | 10% | 2.7% | 5% | -6% | 0.9% | 1.1 | -0.5% | 0.64 | 1419 | 6%
Cc1nn(CCc2nn[nH]n2)c2nc(-c3ccc(Br)cc3)cc(C(F)(F)F)c12 | 6% | 13% | -1% | 2% | 0.7% | 1.1 | 0.7% | -0.01 | 1123 | 5%
Cc1ccc(-n2nc3c(=O)n(C(C)C(=O)NCCC4=CCCCC4)nc(C)c3c2C)cc1 (stereo not given) | 0% | -2.1% | . | 6% | . | . | 0.5% | . | . | .
Cn1nc(-c2ccc(Cl)cc2)cc1NC(=O)CC(C)(C)CC(=O)O | 4% | 1.4% | . | 7% | . | . | 1.0% | . | . | .
CCCN1CCN(C2CCCCC2NS(=O)(=O)c2ccc(Cl)cc2)CC1 (stereo not given) | 5% | -1.9% | . | -5% | . | . | 0.0% | . | . | .
CC(=O)c1ccc(-c2ccc(C(=O)N3CCCc4ccccc43)o2)cc1 | 8% | ? | 1% | 0% | 2.1% | 1.1 | -1.4% | 0.44 | 1385 | 1%
O=C(Nc1ccc(Cl)cc1)N1CCOC12CCC1(CC2)OCCO1 | 11% | 0.8% | -8% | -2% | 0.7% | 1.1 | -0.2% | -0.38 | 1501 | -4%
COC(=O)c1ccc(NC(=O)CNCc2ccncc2)cc1 | 3% | -0.1% | 5% | 0% | -0.9% | 1.2 | 0.3% | -0.14 | 1229 | -6%
Cc1ccccc1NCC(=O)N=Nc1c(O)[nH]c2ccc([N+](=O)[O-])cc12 | 12% | 0.5% | . | -3% | . | . | -0.1% | 0.94 | 1366 | .
Cc1[nH]n(-c2nc(-c3ccccc3F)cc(=O)[nH]2)c(=O)c1CCO | 8% | 1.7% | -1% | -14% | -1.9% | 1.4 | 0.4% | . | . | 10%
O=C(C1CCCN(S(=O)(=O)c2cccc3nsnc23)C1)N1CCc2ccccc2C1 (stereo not given) | 3% | 12% | 4% | -6% | 0.1% | 1 | . | -0.8 | 1127 | 14%
COc1cc(SC)ccc1C(=O)NCc1ccccc1 | -4% | 11% | 11% | 2% | -0.4% | 1.1 | -0.1% | 0.12 | 1405 | 6%
COc1ccc(CNC(=O)c2cc(-n3cnnc3)ccc2Cl)cc1 | 4% | 1.6% | 15% | -6% | -1.0% | 1.1 | 0.4% | -0.65 | 1831 | 10%
CCOC(=O)c1oc2ccc(CNC3CCCCC3)c(Cl)c2c1C | 11% | -1.7% | 6% | 0% | -2.5% | 1.1 | -0.9% | -1.8 | 619 | 6%
CC(C)(C)SCCNC(=O)c1ccc(NS(C)(=O)=O)cc1 | 5% | 0.9% | 8% | 10% | -1.4% | 1.2 | 0.4% | . | . | 7%
COc1ccc(-c2cc(-c3n[nH]c(=S)n3-c3cccc4ccccc34)[nH]n2)cc1 | 11% | 3.2% | 20% | -15% | 2.1% | 2 | 1.1% | -0.95 | 1454 | 21%
COC(=O)c1ccccc1NC(=O)CS(=O)(=O)Cc1nc(-c2ccc(C)cc2)oc1C | 8% | -0.5% | -1% | i | -1.6% | 1.1 | -0.2% | -1.2 | 1002 | 3%
Cc1ccc(NC(=S)NC2CCSc3ccccc32)cc1C (stereo not given) | 9% | 4.4% | . | -2% | . | . | -1.0% | . | . | .
CN1/C(=C\C=N\NC(=O)c2cccnc2)C(C)(C)c2ccccc21 | 34% | 17% | -7% | 5% | -1.6% | 1.3 | -0.8% | -0.82 | 1136 | -23%

Looked up by structure from the list above, 2 records:
SMILES | SV40 large T antigen | RSV CPE inhibition | PMI inhibitors | PhoP inhibition | CSM14.1 death rescue | TNAP activation fold | West Nile antiviral | Ins promoter up | Ins promoter up cell count | PMI inhibition
Cc1ccc2c(c1)C(=O)C(=O)N2CCCOc1ccccc1 | 22% | -0.8% | . | -1% | -2.2% | 1 | -0.4% | . | . | .
Cn1nc(-c2ccc(Cl)cc2)cc1NC(=O)CC(C)(C)CC(=O)O | 4% | 1.4% | . | 7% | . | . | 1.0% | . | . | .
